Screens from PubChem BioAssay.
Myeloid diff MLP = myeloid differentiation induction; ER-HoxA9 myeloid progenitors, lysozyme-GFP differentiation, flow cytometry; calls only at 10 µM; 360,000 tested, 1% active; AID 624256;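 active means normalized GFP-positive differentiation at or above the plate's own cutoff, the solvent-only control mean plus 3 SD; inconclusive means no clear call, values can overlap the other calls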;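 further: cells exposed to compound for four days before flow analysis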
Myeloid diff MLP GFP+ MAC1+ % = further read-out of Myeloid diff MLP, marked with its call; GFP+ MAC1+ double positive, %; measured here: differentiation confirmed by MAC1 staining
* hit, by the source's call; i = inactive; ? = inconclusive; . = not tested or not shown; + = active, no number.

Start of the data: the first 5 entries, to show the layout:
Order of values: Myeloid diff MLP, Myeloid diff MLP GFP+ MAC1+ %
CCc1nc2ccc(C(=O)Nc3cc(-c4ccccc4)ccc3OC)cn2c1N(C)CCC(C)C
 : i, 1.2
CCCS(=O)(=O)NC(=O)C1(C)CCN(C(=O)c2cc(C(C)(C)C)nn2C)C1 (stereo unspecified)
 : i, 3.0
COc1ccc(C(C(=O)NC(C)(C)C)n2c(=O)c(-c3ccco3)nc3ccccc32)cc1 (stereo unspecified)
 : i, 3.1
CC(C)NC(=O)C1(C)CSCC(=O)N1CCCn1ccnc1 (stereo unspecified)
 : i, 3.2
CC1(c2nc3ccccc3[nH]2)CCC(=O)N1C1CC1 (stereo unspecified)
 : i, 0.7

The list itself, from the first entry:
Order of values: Myeloid diff MLP, Myeloid diff MLP GFP+ MAC1+ %
CCc1nc2ccc(C(=O)Nc3cc(-c4ccccc4)ccc3OC)cn2c1N(C)CCC(C)C
 : i, 1.2
CCCS(=O)(=O)NC(=O)C1(C)CCN(C(=O)c2cc(C(C)(C)C)nn2C)C1 (stereo unspecified)
 : i, 3.0
COc1ccc(C(C(=O)NC(C)(C)C)n2c(=O)c(-c3ccco3)nc3ccccc32)cc1 (stereo unspecified)
 : i, 3.1
CC(C)NC(=O)C1(C)CSCC(=O)N1CCCn1ccnc1 (stereo unspecified)
 : i, 3.2
CC1(c2nc3ccccc3[nH]2)CCC(=O)N1C1CC1 (stereo unspecified)
 : i, 0.7
COc1ccc2c(CN3CCOCC3)cc(=O)oc2c1
 : i, 1.1
COC(=O)[C@@]1(Sc2ccc(C)cc2)CC(=O)N[C@@H]1c1ccco1
 : i, 0.6
OC(c1ccc(F)cc1)c1nc(-c2ccncc2)cs1 (stereo unspecified)
 : i, 0.9
COC(=O)[C@H](CC(C)C)NC(=O)CC[C@H]1O[C@@H](n2ccc(=O)[nH]c2=O)[C@H](O)[C@@H]1O
 : i, 1.2
COc1ccc(-c2c(Sc3ccccc3)c3cc(-c4ccc(OC)c(F)c4)ccc3n2C)cc1
 : i, 1.5
COc1cc(OC)cc(C2=Cc3ccc(OC)cc3C(CC(C)=O)N2c2ccc(C#CC3(O)CCCCC3)cc2)c1 (stereo unspecified)
 : i, 1.1
Cc1cc(C)c(CN2CCN(C(=O)CC[C@H]3O[C@@H](n4cnc5c(NC(=O)c6ccccc6)ncnc54)[C@H](O)[C@@H]3O)CC2)c(C)c1
 : i, 0.2
CC(=O)Nc1cccc(-c2ccnc3c2CC(C)(C(=O)Nc2ccc(Cl)cc2)O3)c1 (stereo unspecified)
 : ?, .
Cn1cc(Cc2ccc(C(=O)N3CCOCC3)cn2)c2ccccc21
 : i, 1.9
COc1ccc(NC(=O)c2ccc3nc(C)c(N(C)C(=O)CCc4ccccc4)n3c2)cc1OC
 : i, 0.6
O=NN(CCCl)C(=O)NCC1=C[N+](=O)CC=C1
 : i, 1.4
O=C(NCc1ccccc1)C(c1ccc(F)cc1)N1CCN(C(=O)C2CCCO2)CC1 (stereo unspecified)
 : i, 0.2
CC1(C(=O)Nc2ccc(Cl)c(Cl)c2)CCN1Cc1ccccc1OC(F)F (stereo unspecified)
 : i, 0.7
CCNC(=O)C1(C)CCN1CCC(=O)c1ccc(Br)cc1 (stereo unspecified)
 : i, 0.5
CC(=O)Oc1ccccc1Cn1c(C)c(C(=O)NCc2ccccc2C(F)(F)F)sc1=O
 : i, 2.6
O=C(NCc1ccccc1)C(c1ccc(-c2ccccc2)cc1)N1CCN(c2ccccc2F)CC1 (stereo unspecified)
 : i, 1.4
CCOC1=C2[C@@H](CN(S(=O)(=O)c3ccc(C)cc3)[C@H]2c2ccc(CC)cc2)[C@H]2C(=O)N(C)C(=O)[C@H]2C1
 : i, 1.4
COc1ccc(NC(=O)c2cc(-c3cc(Cl)ccc3OC)n[nH]2)c(OC)c1
 : i, 1.4
CCNC(=O)C1CCCN(C(=O)c2ccc(C(=O)OC)cc2)CC1 (stereo unspecified)
 : i, 1.1
C[C@H](NC(=O)[C@@H]1CCCN1C(=O)[C@@H]1CCCN1C(=O)c1ccccc1)c1ccccc1
 : i, 0.7
Cc1cc(C)cc(-n2c3ccc(NC(=O)Cc4cccc5ccccc45)cc3c(=O)n2C)c1
 : ?, .
COc1cc(Cl)c(CNC[C@H]2O[C@@H](n3cnc4c(=O)[nH]c(N)nc43)[C@H](O)[C@@H]2O)c(Cl)c1O
 : i, 0.7
CCOC(=O)C1=C[C@@H](C)N(S(=O)(=O)c2ccc(C)cc2)[C@H]1c1ccccc1
 : i, 1.3
O=C(Nc1cccc(Cl)c1)Nc1nnc([C@H]2C[C@H](O)[C@@H](CO)O2)s1
 : i, 0.6
CN(Cc1ccccc1)Cc1cc(=O)oc2ccccc12
 : i, 1.7

Some of the entries above, set out differently:
canonical_smiles | Myeloid diff MLP | Myeloid diff MLP GFP+ MAC1+ %
CC(=O)Oc1ccccc1Cn1c(C)c(C(=O)NCc2ccccc2C(F)(F)F)sc1=O | i | 2.6
C[C@H](NC(=O)[C@@H]1CCCN1C(=O)[C@@H]1CCCN1C(=O)c1ccccc1)c1ccccc1 | i | 0.7
CCOC1=C2[C@@H](CN(S(=O)(=O)c3ccc(C)cc3)[C@H]2c2ccc(CC)cc2)[C@H]2C(=O)N(C)C(=O)[C@H]2C1 | i | 1.4

Going on with the list:
Order of values: Myeloid diff MLP, Myeloid diff MLP GFP+ MAC1+ %
Nc1ccc(-c2cnc3ccccc3n2)cc1
 : i, 1.1
CN(c1ccccc1C(=O)Nc1ccc2ccccc2c1)S(C)(=O)=O
 : i, 0.4
COc1cccc(NC(=O)C2(C)CCN2Cc2ccc3ccccc3c2)c1 (stereo unspecified)
 : i, 0.2
CC1(C(=O)NS(=O)(=O)c2ccc(C#N)cc2)CCN1C(=O)CCC1CCCC1 (stereo unspecified)
 : i, 0.3
CN(C)CCN(C)C1CN(C2CCCC2)S(=O)(=O)C1 (stereo unspecified)
 : i, 0.7
Cc1cccc(C(=O)O)c1O
 : i, 2.5
O=C(Nc1nc([C@@H]2O[C@H](CO)[C@@H](O)[C@H](O)[C@H]2O)cs1)NC(c1ccccc1)c1ccccc1
 : i, 2.2
O=c1cc(CN2CCN(c3ccc(Cl)c(Cl)c3)CC2)c2c(ccc3ccccc32)o1
 : i, 1.7
c1ccc(-c2nc3c4ccccc4ccn3c2Cc2ccsc2)cc1
 : i, 1.3
CCNC(=O)C1(C)CCCN1C(=O)c1ccc(N(C)C)cc1 (stereo unspecified)
 : i, 1.2
Cc1csc(-c2cc(C(=O)NCc3cc(C(F)(F)F)cc(C(F)(F)F)c3)n[nH]2)c1
 : +, 3.2*
CN(c1cccc(F)c1)c1cc2c(c3c1ccn3C)C1CCC2C1 (stereo unspecified)
 : i, 0.9
CCCNC(=O)C1(C)CCCN(Cc2ccccc2N(C)C)C1 (stereo unspecified)
 : i, 0.4
CCOC(=O)[C@]12CCCC=C1N(CCC1=CCCCC1)C(=O)[C@H](CC(=O)NCC13CC4CC(CC(C4)C1)C3)C2
 : i, 2.3
CCOC(=O)C1(C)CCN1C(=O)COc1ccc(C(C)(C)C)cc1 (stereo unspecified)
 : i, 0.6
C=C(C)C(=O)Oc1ccc(N=Nc2ccc(C)cc2)ccc1=O
 : i, 1.3
O=C(Nc1ccccc1)C1Cc2c(-c3cccc(F)c3)ccnc2O1 (stereo unspecified)
 : i, 0.8
O=c1[nH]c(=S)[nH]c2c1C(c1ccc(F)cc1)OC(CCC(F)(F)F)C2 (stereo unspecified)
 : i, 0.7
O=C1O[C@@H](c2ccccc2)C[C@@H](O)[C@H](O)CCCc2ccccc21
 : i, 1.6
O=C1NC[C@H](CCCCN2C[C@H](Cc3ccccc3)N(CC3CCCCC3)C(=O)C2=O)N(CCc2ccc(O)cc2)C1=O
 : i, 1.0
CN(C)CCN1CCN(C2CN(Cc3cn(Cc4ccccc4)nn3)S(=O)(=O)C2)CC1 (stereo unspecified)
 : i, 1.3
COC(=O)c1ccc(CNC(=O)CC[C@H]2O[C@@H](n3cc(C)c(=O)[nH]c3=O)C[C@@H]2O)cc1
 : i, 0.8
O=S1(=O)N[C@@H](Cc2ccccc2)COc2cccc(N3CCC[C@@H]3CO)c21
 : i, 1.1
O=S1(=O)CC(N2CCCCC2)CN1Cc1ccc(F)cc1 (stereo unspecified)
 : i, 0.4
O=c1c(-c2cccs2)nc2ccccc2n1C(CCc1ccccc1)c1nc2ccccc2[nH]1 (stereo unspecified)
 : i, 3.0
Cc1ccc(CN2CC(N3CCN(CCO)CC3)CS2(=O)=O)cc1 (stereo unspecified)
 : i, 1.4
COc1ccc2[nH]c3c(c(=O)c2c1)CCCC3
 : i, 0.2
Cc1cccc(S(=O)(=O)NC(=O)C2(C)CCN2C(=O)c2ccc(C3CCCCC3)cc2)c1 (stereo unspecified)
 : i, 1.0
CN(CCc1ccccc1)c1cc2c(c3c1ccn3C)C1CCC2O1 (stereo unspecified)
 : i, 0.9
COC(=O)[C@@]1(Cc2ccc(F)cc2)[C@H]2c3cc(C(=O)N(C)C)n(Cc4cc(F)cc5c4OCOC5)c3C[C@H]2CN1C(=O)c1ccccc1
 : ?, .
CCCCNC(=O)C[C@@H]1C[C@@]2(C(=O)OC)CCCCC=C2N(Cc2cccc3ccccc23)C1=O
 : i, 1.1
COc1cccc(Cn2c3ccc(NC(=O)Cc4ccccc4C)cc3c(=O)n2C)c1
 : i, 0.8
COc1ccc(NC(=O)C2(C)CCN2Cc2ccccc2OC(F)F)cc1OC (stereo unspecified)
 : i, 0.5
O=C(Nc1cccc(S(=O)(=O)N2CCCC2)c1)[C@@H]1O[C@H](CO)[C@@H](O)[C@H]1O
 : i, 0.2
CCCC[C@@H]1CNC(=O)C(=O)N1CCc1cccc(F)c1
 : i, 0.7
COc1ccccc1-c1ncn(Cc2cccc(-c3ccccc3)c2)c1CC(C)C
 : i, 1.6
COCCNC(=O)C1(C)CCCN(Cc2ccc(Oc3ccccc3)cc2)C1 (stereo unspecified)
 : i, 1.1
CCOC(=O)[C@]12CCCC=C1N(Cc1ccc3c(c1)OCO3)C(=O)[C@H](CC(=O)NCc1cccc(C(F)(F)F)c1)C2
 : i, 0.5
FC(F)(F)c1ccc(-c2nc3ccccc3s2)cc1
 : i, 0.2
CC(C)C(C(=O)NC1CCCC1)N1CCN(c2ncccc2C#N)CC1 (stereo unspecified)
 : i, 1.9
CC(C)[C@H](NC(=O)OCc1ccccc1)C(=O)OCC(=O)NCc1ccco1
 : i, 1.2
Cc1cc(Br)cn2c(Cc3ccccc3)c(-c3ccccc3)nc12
 : i, 0.7
CC(C)Cc1ccc(-c2cc3nc(NCC4CC4)ccn3n2)cc1
 : i, 1.0
CC(=O)NC(c1ccccc1)c1nc(/C=C/c2ccccc2)cs1 (stereo unspecified)
 : i, 1.0
COCC(O)Cn1ccnc1N=Nc1ccccc1 (stereo unspecified)
 : i, 0.4
CCCCCn1nnnc1C1c2ccccc2C(=O)N1Cc1ccco1 (stereo unspecified)
 : i, 1.7
CCCCn1nnnc1C1(C)CCC(=O)N1CCCn1ccnc1 (stereo unspecified)
 : i, 0.3
C(CCN1CCOCC1)CN1CCOCC1
 : i, 0.8
COc1cccc(-c2oc3c(c2C(=O)OCCN(C)C)C(O)CCC3)c1 (stereo unspecified)
 : i, 0.2
O=C(Cn1nnc(-c2ccccc2)c1COc1ccc2ccccc2c1)NCC1CC1
 : i, 1.1
CC(C)NC(=O)C1(C)CCN1C(=O)C(c1ccccc1)c1ccccc1 (stereo unspecified)
 : i, 1.7
CC(C)(C(=O)N1CCC1(C)C(=O)NS(=O)(=O)c1ccc(Cl)s1)c1ccccc1 (stereo unspecified)
 : i, 2.0
O=C(NCc1ccccc1Cl)[C@H]1CCCN1C(=O)[C@H]1CCCN1C(=O)c1ccc(Cl)cc1
 : i, 1.6
CC(c1nc2ccccc2[nH]1)N(C(=O)Cc1csc2ccccc12)c1cccnc1 (stereo unspecified)
 : i, 1.0
NC(Cc1ccc(Cl)cc1)c1csc(Nc2cc(NCCCO)ncn2)n1 (stereo unspecified)
 : i, 0.5
Cn1ccc2c(/C=C/c3ccc(F)cc3)cc3c(c21)C1CCC3O1 (stereo unspecified)
 : i, 0.7
COc1cccc(NC(=O)c2ccc3nc(C)c(N(C)Cc4ccc(NC(C)=O)cc4)n3c2)c1
 : i, 0.6
COc1ccc(Sc2ccc(NC(=O)c3cccc(Cl)c3)cc2C#N)cc1
 : i, 1.1
COC(=O)[C@]12CCCCC=C1N(Cc1ccco1)C(=O)[C@H](CC(=O)NCc1cccs1)C2
 : i, 1.1

Random excerpt: two entries already listed, in no set order.
Order of values: Myeloid diff MLP, Myeloid diff MLP GFP+ MAC1+ %
CC(c1nc2ccccc2[nH]1)N(C(=O)Cc1csc2ccccc12)c1cccnc1 (stereo unspecified)
 : i, 1.0
COc1cccc(-c2oc3c(c2C(=O)OCCN(C)C)C(O)CCC3)c1 (stereo unspecified)
 : i, 0.2

Compound profiles, from the list above.
Record of CCCCn1nnnc1C1(C)CCC(=O)N1CCCn1ccnc1 (stereo unspecified) : Myeloid diff MLP: i; Myeloid diff MLP GFP+ MAC1+ %: 0.3
Record of CC(c1nc2ccccc2[nH]1)N(C(=O)Cc1csc2ccccc12)c1cccnc1 (stereo unspecified) : Myeloid diff MLP: i; Myeloid diff MLP GFP+ MAC1+ %: 1.0

Only part of the results is shown. The share of hits here may be higher or lower than overall.
